H9c2 TAG inh: triacylglycerol accumulation inhibition | H9c2 cells, Nile Red lipid (TAG) fluorescence; cells loaded with 200 µM oleic acid | inhibition, % at 12.5 µM | 230,000 tested, 0.66% active;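 active = pattern-corrected inhibition of lipid staining of at least 50% with the nuclear-stain viability signal not falling by more than 50%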;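 note: 0% = DMSO wells and 100% = triacsin C control wells; some results filed as inactive read as strong as hits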
H9c2 TAG inh DAPI viability: further read-out of H9c2 TAG inh, marked with its call; DAPI nuclei signal change (viability), lower = more cytotoxic, %;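 whole-well DAPI fluorescence read on a plate reader as a viability signal; minus 50 percent equals half of cells still viable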
* = called active by the depositor. Not all compounds are listed; count on the stated rates, not on these rows.

Screens in order: H9c2 TAG inh DAPI viability	H9c2 TAG inh
> Cc1ccc(S(=O)(=O)N2CCN(C(=O)CN3C(=O)NC4(CCOc5ccccc54)C3=O)CC2)cc1 (configuration not stated)
    -8	1
> Cc1noc(C)c1C(=O)N1CCCC(C(=O)c2cccc(OC(C)C)c2)C1 (configuration not stated)
    -15	20
> CN1N=C2c3ccccc3CCCC2C1c1ccc(F)cc1 (configuration not stated)
    6	-19
> Nc1c(N(CCO)C(=O)/C=C/c2ccco2)c(=O)[nH]c(=O)n1Cc1ccccc1
    -8	6
> Cc1noc(C)c1COc1cccc(C(=O)Nc2ccc3c(c2)OCO3)c1
    0	24
> Cc1cccc(-n2cnc(C(=O)NNC(=S)Nc3ccc(Cl)cc3)c2)n1
    -11	3
> O=C1CCCC(=O)C1CS(=O)(=O)c1ccccc1
    -7	13
> CCOC(=O)/C=c1/s/c(=C/c2ccc3cc(OC)ccc3c2)c(=O)n1CC(=O)NCC1CCCO1 (configuration not stated)
    -3	-2
> O=C(COc1ccccc1)Nc1ncc2c(n1)CCCC2=O
    2	-11
> COc1ccc(Nc2nc3c(C)cccc3cc2C#N)c(OC)c1
    1	0
> COc1ccc(NC(=O)COC(=O)CNC(=O)C2CCCCC2)cc1OC
    2	-5
> O=C(CCc1nnc(-c2ccc3c(c2)OCO3)o1)NC(c1ccccn1)C(F)(F)F (configuration not stated)
    -9	-1
> COc1cc(CCC(=O)OCC(=O)Nc2ccc(C(N)=O)cc2)cc(OC)c1OC
    21	5
> c1ccc(-c2nc(SCc3nc4ccccc4[nH]3)c3oc4ccccc4c3n2)cc1
    -1.6*	74*
> CCN(C[C@H]1N[C@@](C)(C(=O)OC)[C@H]2C(=O)N(C)C(=O)[C@@H]12)C(=O)c1ccc(C(C)(C)C)cc1
    0	-10
> Cc1ccc(C(=O)N(Cc2cccnc2)Cc2cc3cc(C)ccc3n3nnnc23)cc1
    7	-5
> Cc1cccc(C)c1NC(=O)CN(C)C(=O)c1cccc(S(=O)(=O)N2CCN(c3ccc(F)cc3)CC2)c1
    0	-11
> COc1cc(/C=N/NC(=O)c2cc(-c3cccn3C)n[nH]2)cc(OC)c1OC
    22	-36
> CCn1cc(S(=O)(=O)NCCc2ccccc2OC)cn1
    -13	1
> N/C(=N/OC(=O)c1ccc(Cl)cc1)c1ncc([N+](=O)[O-])s1
    -9	15
> CC(=O)Nc1cccc(C(=O)OCCCOc2ccc(F)cc2)c1
    -6	6
> CC(=O)N1CCN(S(=O)(=O)c2cccc(C(=O)NC3CCC(C)CC3)c2)CC1 (configuration not stated)
    -6	4
> COc1ccc(Nc2nnc(SCC(=O)Nc3ccc4[nH]c(=O)[nH]c4c3)s2)cc1
    2	1
> CC1(C(=O)Nc2ccc(S(=O)(=O)Nc3ncccn3)cc2)CCCC1
    -2	3
> O=c1onc(-c2ccccc2)n1Cc1ccc([N+](=O)[O-])cc1
    5	6
> CCCCn1c(N)c(N(CCOC)C(=O)c2nn(CC)c(=O)c3ccccc23)c(=O)[nH]c1=O
    5	-14
> COc1ccccc1NC(=O)COc1ccc2c(c1)OCO2
    8	-4
> CCCCC(NC(=O)c1cccc(Br)c1)C(=O)O (configuration not stated)
    -1	8
> CC1=C(C(=O)N(C)C)CC(CC(=O)NCCN2CCOCC2)C(=O)N1Cc1ccc(C(C)(C)C)cc1 (configuration not stated)
    -7	14
> COc1ccc(-n2c(SCC(N)=O)nnc2-c2cccnc2)cc1
    -2	-1

Three of these compounds in another layout:
> CCCCn1c(N)c(N(CCOC)C(=O)c2nn(CC)c(=O)c3ccccc23)c(=O)[nH]c1=O
  H9c2 TAG inh DAPI viability = 5	H9c2 TAG inh = -14

> COc1ccccc1NC(=O)COc1ccc2c(c1)OCO2
  H9c2 TAG inh DAPI viability = 8	H9c2 TAG inh = -4

> CCCCC(NC(=O)c1cccc(Br)c1)C(=O)O (configuration not stated)
  H9c2 TAG inh DAPI viability = -1	H9c2 TAG inh = 8

(more compounds)
Screens in order: H9c2 TAG inh DAPI viability	H9c2 TAG inh
> Cc1ccc(N(C(=O)CCC(=O)Nc2cc(C)on2)C(C(=O)NC2CCCC2)c2ccncc2)cc1 (configuration not stated)
    -6	7
> O=C(N/N=C/c1ccoc1)c1ccc(Cl)cc1
    0	19
> N#Cc1cc2c(nc1SCc1cccnc1)CCCC2
    -18	23
> CCOc1ccc(/C=N/NC(=S)NC2CC3CC2C2C=CCC32)cc1 (configuration not stated)
    -11	-4
> COc1ccc(N=C2SCC(c3ccc([N+](=O)[O-])cc3)=NN2CCO)cc1
    1	-1
> O=C(COC(=O)COc1ccccc1)Nc1ccc(Br)cc1Br
    -1	-28
> COc1ccc(S(=O)(=O)Oc2ccccc2C(N)=O)cc1
    1	-3
> CN(c1ccccc1)S(=O)(=O)c1cccc(NC(=O)c2cc3ccccc3oc2=O)c1
    -2	-14
> Cc1cc(C)c(C(=O)COC(=O)Cn2nc(-c3ccccc3)oc2=O)cc1C
    3	-8
> Cc1cccc(-c2nc(CS(=O)CC(=O)NC3CCCC(C)C3C)c(C)o2)c1 (configuration not stated)
    3	5
> CC(=O)NC(Cc1ccccc1C)C(=O)NC1CCN(c2nnnn2-c2ccccc2)CC1 (configuration not stated)
    -1	3
> CC(=O)Nc1sc2c(c1C(c1ccncc1)N1CCOCC1)CCCC2 (configuration not stated)
    -3	-1
> CCOC(=O)CCCCCC(=O)Nc1ccc2c(c1)C(=O)N([C@H](C)CO)C[C@@H](C)[C@H](CN(C)S(=O)(=O)c1cn(C)cn1)O2
    -7	-6
> C[C@H](O)[C@@H]1CN2CCc3c([nH]c4ccc(-c5ccc6c(c5)OCO6)cc34)[C@@H]2C[C@@H]1N(C)C(=O)Nc1ccc(F)cc1
    -42*	82*
> O=C1CS/C(=N/N=C/c2c[nH]c3ccccc23)N1
    4	-3
> OC(c1ccccc1)(c1nc(-c2ccc3c(c2)OCO3)cs1)C(F)(F)F (configuration not stated)
    13	-32
> O=C(O)c1cc(NCc2cccs2)ccc1N1CCOCC1
    -14	7
> COC(=O)N1CCCCC1c1cc(C(=O)Nc2ccc3c(c2)OCO3)no1 (configuration not stated)
    -5	7
> C=CC[C@@H](CC(=O)N[C@H](CO)Cc1ccccc1)C(=O)N[C@H](C)COC(=O)[C@@H](CC=C)CC(=O)OC(C)(C)C
    -7	-5
> Cc1nn(-c2ccccc2)c2nc(C(Cl)(Cl)Cl)[nH]c(=O)c12
    6	-4
> O=C(NCc1nc2ccccc2[nH]1)C1=C[C@@H](c2csc3ccccc23)C[C@@H](OCc2ccc(CO)cc2)O1
    13	10
> CCOC(=O)CNC(=O)c1ccc(Cl)s1
    -5	-2
> CCNc1nc(NCC)nc(Oc2ccc(N)cc2)n1
    2	-2
> O=C(c1ccc(C(F)(F)F)cc1)C1CCCN(C(=O)c2csnn2)C1 (configuration not stated)
    -2	1
> OC(c1ccco1)c1nc(-c2cccs2)cs1 (configuration not stated)
    12	4
> CC(=O)Nc1ccc(S(=O)(=O)NCCC(=O)OCC(=O)c2ccc(Br)cc2)cc1
    -6	-5
> O=C(NCCc1ccccc1)c1cccc2c(-c3cccnc3)coc12
    6	-2
> COCCn1c(SCc2ccc(Cl)cc2)nc2c1c(=O)[nH]c(=O)n2C
    7	-16
> COc1ccc(N=C2NC(=O)S/C2=C\c2ccc(N(C)C)cc2)cc1
    -12	-43
> COc1ccc(-c2[nH]ncc2CN2CCN(Cc3cccs3)CC2)cc1F
    20	-9
> CCCS(=O)(=O)NC(=O)C1(C)CCN(C(=O)c2cc3ccccc3s2)C1 (configuration not stated)
    -1	-5
> CCOC(=O)C(=O)N/N=C/c1ccco1
    -2	1
> CCOc1ccc(-c2nn[nH]n2)cc1OCC
    -15	13
> CCOC(=O)N1CCc2c(sc(NC(=O)C3COc4ccccc4O3)c2C(N)=O)C1 (configuration not stated)
    -21	19
> CO[C@@H]1O[C@@H]2COC(c3ccccc3)O[C@@H]2[C@@H](OC)[C@@H]1O (some centres not stated)
    -19	13
> CC(C)(C)n1nc2c(c1NC(=O)c1ccccc1)CS(=O)(=O)C2
    32	-17
> COc1ccc(/C=C/C(=O)N(C)C2CCS(=O)(=O)C2)cc1OC (configuration not stated)
    17	2
> COc1ccccc1C(=O)COC(=O)c1nc2nc(C)cc(C)n2n1
    0	6
> COc1ccc(C2NC(=S)NC3=C2N2CCC3CC2)cc1 (configuration not stated)
    1	0
> CCCCn1c(N)c(N(CCOC)C(=O)CCS(=O)(=O)c2ccc(Cl)cc2)c(=O)[nH]c1=O
    -2	18
> Cc1[nH]c2ccccc2c1C(=O)C(=O)NC1CC1
    -8	12
> Cc1ccnc(NC(=O)C2CCN(S(=O)(=O)c3c(C)c(C)cc(C)c3C)CC2)c1
    4	2
> COc1cccc(/C(O)=C2/C(=O)C(=O)N(c3cc(C)on3)C2c2cccs2)c1 (configuration not stated)
    6	3
> Cc1noc(NS(=O)(=O)c2ccc(N/C=C\C(=O)c3cccc4ccccc34)cc2)c1C
    1	-2
> CCCC(C)NC(=O)/C=C/c1cccc([N+](=O)[O-])c1 (configuration not stated)
    -14	8
> C=CCC[C@H](Cc1ccc(F)cc1)C(=O)OC[C@@H](Cc1c[nH]c2ccccc12)NC(=O)[C@H](CC=C)CC(=O)N[C@H](CO)Cc1ccccc1
    1	20
> COc1ccccc1NC(=O)N1CCCC1C(=O)Nc1ccc(NC(C)=O)cc1 (configuration not stated)
    3	13
> Cc1noc(C)c1S(=O)(=O)N(CC(=O)NCc1ccc2c(c1)OCO2)c1ccc(C(C)C)cc1
    6	-23
> CC1(NC(=O)c2cc(-c3cccs3)nn2-c2ccccc2)CCS(=O)(=O)C1 (configuration not stated)
    2	2
> COc1ccc(NC(=O)C2Cc3c(-c4cccc(F)c4)ccnc3O2)cc1 (configuration not stated)
    0	-27

Reprinted from the part before: six entries, followed by the next part.
Screens in order: H9c2 TAG inh DAPI viability	H9c2 TAG inh
> CCCC(C)NC(=O)/C=C/c1cccc([N+](=O)[O-])c1 (configuration not stated)
    -14	8
> C=CCC[C@H](Cc1ccc(F)cc1)C(=O)OC[C@@H](Cc1c[nH]c2ccccc12)NC(=O)[C@H](CC=C)CC(=O)N[C@H](CO)Cc1ccccc1
    1	20
> COc1ccccc1NC(=O)N1CCCC1C(=O)Nc1ccc(NC(C)=O)cc1 (configuration not stated)
    3	13
> Cc1noc(C)c1S(=O)(=O)N(CC(=O)NCc1ccc2c(c1)OCO2)c1ccc(C(C)C)cc1
    6	-23
> CC1(NC(=O)c2cc(-c3cccs3)nn2-c2ccccc2)CCS(=O)(=O)C1 (configuration not stated)
    2	2
> COc1ccc(NC(=O)C2Cc3c(-c4cccc(F)c4)ccnc3O2)cc1 (configuration not stated)
    0	-27
> C=CCNC(=S)NNC(=O)C(CCC(C)C)CC(C)O (configuration not stated)
    9	-8
> CCOC(=O)Cn1c(=S)[nH]c2c(oc3ccc(Cl)cc32)c1=O
    23	-11
> COc1ccc(C(O)c2nc(-c3cc4ccccc4o3)cs2)cc1 (configuration not stated)
    0	-8
> CN(C)C1=NC[C@H](Cc2ccccc2)N1CCCCc1ccccc1
    1	3
> Cc1ccc(NC(=O)CSc2nnc(-c3ccncc3)n2C)cc1S(=O)(=O)N1CCOCC1
    1	-17
> O=C(NNC(=O)c1ccccc1F)c1ccc(-c2ccc(Cl)cc2)o1
    -5	11
> CCOc1ccccc1NC(=O)C(NCC1(N2CCCCC2)CCCCC1)c1ccccc1 (configuration not stated)
    33	7
> CC(=O)c1ccc(OCCOc2ccc([N+](=O)[O-])cc2)cc1
    5	0
> Cc1ccc(C(C#N)c2ccc(Cl)nn2)cc1 (configuration not stated)
    -2	-7
> Cc1ccc(N2CC(C(=O)OCC(=O)C(C)(C)C)CC2=O)cc1C (configuration not stated)
    17	-25
> CC(C)(C)n1ncc2c(=O)n(Cc3c(Cl)cccc3Br)cnc21
    -10	-87
> CCOc1ccc(-c2cc(C(=O)NCc3cc(C(F)(F)F)cc(C(F)(F)F)c3)[nH]n2)c(C)c1
    1	9
> Cc1cc(C(=O)NNC(=O)c2ccc(F)cc2)c(C)s1
    -34	-2
> Cc1cccc(NC(=S)N(Cc2ccc(Cl)cc2)Cc2ccc(C(=O)O)cc2)c1
    0	-4
> Cc1ccccc1Nc1nc(N)nc(COC(=O)c2ccc(O)cc2)n1
    5	-3
> c1nc(COc2nsnc2N2CCOCC2)cs1
    8	15
> CC(=O)C1=C(O)CC(C)(C)CC1=NCCc1nc2ccccc2[nH]1
    -4	-6
> CCCCc1c(C(=O)O)cc(OC)cc1C(=O)O
    11	-13
> Cc1ccc(S(=O)(=O)N(Cc2ccc([N+](=O)[O-])cc2)C(=O)N2CCN(C)CC2)cc1
    1	-27
> C#Cc1ccc([C@@H]2C=C(C(=O)O)O[C@H](OCc3ccc(CO)cc3)C2)cc1
    3	2
> Cc1ccc(OCCCC(=O)NC(C)c2ccccc2)c(C)c1 (configuration not stated)
    6	11
> CC1CN(S(=O)(=O)c2ccc(C(=O)Nc3ccccc3F)cc2)CC(C)O1 (configuration not stated)
    -8	9
> Cc1ccccc1NC(=S)N(CCN1CCCCC1)Cc1ccco1
    4	1
> CC1CCCC(C)N1C(=O)COC(=O)c1cc([N+](=O)[O-])ccc1N1CCOCC1 (configuration not stated)
    -3	1
> N#Cc1ccc(CN2CCN(C(=O)c3cc(Cl)c4c(c3)OCCO4)CC2)cc1
    -7	14
> CCOC(=O)CNC(=O)Nc1cccc(Cl)c1C
    3	-6
> CC(C)C[C@@H](CO)N1CCNCCC1=O
    4	-20
> O=S(=O)(c1cc(F)cc(F)c1)N1CCN(c2ncccn2)CC1
    10	-3
> COc1ccc(/C=N\NC(=O)c2ccccc2OC)cc1COc1c(F)c(F)c(F)c(F)c1F
    6	-14
> O=C(CN1C2CCC1CC(NC(=O)Nc1ccccc1)C2)NCc1ccco1 (configuration not stated)
    7	0
> CCCC1CCc2c(sc(N)c2C(N)=O)C1 (configuration not stated)
    -5	16

Bioassay records as filed in PubChem.
